# PGC1a acetyl inh – modulators of PGC1a acetylation | U2OS PGC1a acetylation, AlphaScreen anti-acetyl-lysine; with virally co-expressed GCN5 acetyltransferase | inhibition, % at 15.6 µM | 0.17% of 350,000 active;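 active = every replicate shows inhibition of at least 40%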;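 also: 0% = neutral control wells and 100% = positive control wells; some results beyond the cut were filed as inactive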
# F508del corr – CFTR F508del correction in bronchial cells | CFBE cells, YFP halide quenching; stimulated with forskolin plus potentiator P3; % fluorescence drop versus neutral controls | activity (quench increase), % at 7.58 µM | 0.36% of 350,000 active;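 active = mean added fluorescence quench of at least 8% versus neutral control, with both replicates also reaching 8%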;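 also: cells transiently co-express mutant CFTR-F508del with the halide-sensitive YFP; corrector assay measuring rescue of mutant channel to the surface after 24 h compound exposure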
# miR122 inh – miR-122 inhibition in Huh7 cells; Huh7 miR-122 Renilla luciferase sensor, 48 h; neutral wells = 0, positive control = 100; activation (reporter increase), % at 12.5 µM; 0.3% of 340,000 active; AID 602342;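 active = mean replicate activation score at least 90 and every replicate individually at or above 90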;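 also: higher luciferase means less miR-122 activity so hits act as miR-122 inhibitors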
# PglD DTNB – PglD (C. jejuni) enzyme inhibition. purified PglD enzyme, DTNB colorimetric CoA detection. AID 602405. inhibition, % at 12.5 µM. 0.098% of 360,000 active; in the data active = inhibition above about 16%, passing the limit was not always enough; also: strong numbers were not always called active
# Cneo AK release – Cryptococcus neoformans lysis via adenylate kinase release. C. neoformans lysis, adenylate kinase release luminescence, 4 h; normalised: neutral wells 0, clomiphene wells 100. lysis activity, % at 15 µM. 0.2% of 360,000 active. AID 651654;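 active = mean lysis activity across replicates of at least 80%, whatever share of replicates individually reach that level; inactive = mean lysis activity below 80%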
#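 Schedule: static 4 h at 37 °C with compound, 1 h detection; system: C. neoformans cells; benchmarks: Clomiphene as positive control; buffer or medium: fresh YPD medium; measure: luminescence rise reflecting yeast cell lysis; measured by: luminescent adenylate kinase detection reagent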
# Statin myotox sup – suppressors of simvastatin-induced myotoxicity in C2C12 myotubes. rescue of ATP level, % at 7.49 µM. ATP luminescence, 48 h; scaled: DMSO 0, geranylgeraniol control 100. 0.78% of 330,000 active;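 active = mean ATP rescue above about 67%, or every replicate alone reaching that limit, limit read from the data, passing the limit was not always enough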;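 also: myotubes were challenged with 10 µM simvastatin during compound exposure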
# FN deposit inh – fibronectin deposition inhibition. AH1F fibroblasts, Alexa488-fibronectin deposition fluorescence, overnight. inhibition, % at 12.6 µM. 0.086% of 350,000 active;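 active = mean inhibition across replicates of 30% or more, regardless of how many single replicates reach that level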;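 also: positive control wells lacked labelled fibronectin entirely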
#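 Test system: AH1F fibroblast monolayer depositing Alexa488-labelled fibronectin into matrix. Input: 10000 cells per well. Technique: fluorescence, ex 485 nm, em 525 nm. Buffer or medium: DMEM plus 2% serum, read in PBS. Timing: 1 h cell adhesion before compound, then overnight fibronectin incubation. Compound: single dose, pinned. Read-out basis: inhibition from reduced deposited-fibronectin fluorescence.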
# GSIS activator – GLuc luminescence reporter in INS-1E cells, primary screen for activators of glucose-dependent secretion of insulin. activation, % at 16.6 µM. AID 743287. INS-1E GLuc reporter insulin secretion, 2-3 h. 0.61% of 370,000 active;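 active = lowest replicate activation of at least 40%, so every replicate reaches that level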;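 also: 0% = median of neutral control wells and 100% = median of IBMX positive control wells; some compounds called inactive have numbers as strong as hits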
# The depositor's hits bear a star; x = not tested or not shown; [ ] = remark or other dose. Outcome played no part in choosing rows; about 2.1% have a hit in one of these screens.
SMILES,PGC1a acetyl inh,F508del corr,miR122 inh,PglD DTNB,Cneo AK release,Statin myotox sup,FN deposit inh,GSIS activator
C[C@@H]1CN([C@@H](C)CO)C(=O)Cc2cc(NC(=O)NC3CCCCC3)ccc2O[C@H]1CN(C)C(=O)Nc1cccc2ccccc12,-4,-0.7,-2[16.7 µM],4,4,30,x,-8
Cc1cc(OCc2ccc(C(=O)Nc3ccc(C(=O)O)cc3)o2)ccc1Cl,-40,-1.7,x,3,0,28,10,-13
C[C@@H]1CN([C@H](C)CO)C(=O)c2cc(NC(=O)Nc3ccc4c(c3)OCO4)ccc2O[C@H]1CN(C)CC1CCCCC1,x,0.4,4[16.7 µM],1,-3,-14,x,21
CC1=C(C(=O)N(C(C)C)C(C)C)CC(CC(=O)NCc2ccco2)C(=O)N1Cc1ccc(F)cc1 (stereo unspecified),-9,0.0,-3,-2,4,3,4,-1
Cc1cccc(N2CCN(S(=O)(=O)c3cn(C)cn3)CC2)c1C,-7,0.2,1,1,3,-5,43*,9
O=C(Nc1oc2ccc(Cl)cc2c(=O)c1-c1ccc(F)cc1)c1ccco1,x,2.4,x,2,7,-4,-3,-12
Cc1cc[n+](Cc2ccccc2)c(N)c1,x,-1.9,x,-4,0,-2,10,10
CCc1nnc(NC(=O)CSc2n[nH]c(-c3ccccc3O)n2)s1,-4,-0.4,1,3,0,3,1,-12
N#CC1=C(N)N2C(=C(C#N)C13CCCCC3)SC1CCCCC12O (stereo unspecified),-4,x,14,-1,-2,-18,4,x
N#C[C@H]1[C@@H](c2ccc(-c3ccncc3)cc2)[C@@H](CO)N1C(=O)Cc1ccccc1,4,-1.7,x,-1,7,-20,6,-5
Cc1cc(-c2nnc(SCC(=O)Nc3cccc(Cl)c3)n2N)n[nH]1,4,-2.6,5,-1,6,31,3,2
CC1=NN(C)C(=O)C1Cc1c(F)cccc1Cl (stereo unspecified),2,-1.4,x,x,x,x,-6,9
C[C@@H]1CN([C@H](C)CO)C(=O)c2cc(NS(=O)(=O)c3ccccc3)ccc2O[C@@H]1CN(C)Cc1ccc(Cl)c(Cl)c1,-6,2.9,-1[16.7 µM],0,-1,15,-12,-21
CO[C@@H]1CN(C)C(=O)c2ccc(NC(=O)c3ccc(F)cc3)cc2OC[C@H](C)N(C(=O)CC2CC2)C[C@@H]1C,-11,-2.7,x,-1,-1,-2,-7,-15
O=C(CN1CCOCC1)N1CC2(C1)[C@@H](c1ccccc1)[C@@H](CO)N2Cc1cccc(F)c1,1,1.4,x,x,x,x,1,-4
Cc1cc(C(=O)CSc2nnnn2C)c(C)n1CCc1ccc(F)cc1,-11,x,2,0,-1,x,-2,x
Fc1ccccc1COc1cccc2cccnc12,x,2.2,2,4,-1,9,0,24
O=c1cc(-c2ccccc2Cl)oc2cc(O)cc(O)c12,x,2.7,x,-1,-3,9,-1,3
CC(C)(C)C(=O)/C=C1\NC(=O)CS1,6,-2.3,x,x,x,x,-3,12
O=C(Cc1nc2ccccc2[nH]1)c1cccc([N+](=O)[O-])c1,x,2.0,9,x,x,-85,-5,15
CN(c1nc2ccccc2[nH]c1=O)C1CCCCC1,-2,-3.0,-3,4,-1,-4,0,-1
O=S(=O)(c1ccccc1)N1CCC2(CC1)OCCO2,4,0.2,-8,-3,0,4,1,-2
CCOC(=O)c1[nH]c2ccc(Cl)cc2c1NC(=O)c1nonc1C,4,x,3,2,4,-7,2,x
CC(=O)NC(CC(=O)NCCOc1ccccc1F)c1ccccc1 (stereo unspecified),x,2.6,-1,-6,0,48,11,7
COc1ccc(N2CC(C(=O)Nc3c4c(nn3-c3ccccc3)CS(=O)(=O)C4)CC2=O)cc1 (stereo unspecified),x,-3.9,x,0,-2,6,x,6
COCCn1c(SCC(=O)N2CCCCCC2)nc2c([nH]c3ccccc32)c1=O,6,-1.3,-9,2,0,4,4,16
CC(=O)N1c2c(cc(Br)cc2S(=O)(=O)N2CCCCC2)CC1C (stereo unspecified),9,1.0,3,0,0,-9,0,-6
CCOC(=O)c1ccccc1NC(=O)COc1cc(=O)n(CC)c2ccccc12,-1,x,-2,2,-1,2,-3,-3
COc1ccc(C(=O)NCC(=O)OCC(=O)NCCC2=CCCCC2)cc1,5,-0.4,-7,9,-2,1,13,4
Cc1c(Cl)cnc(NC(=O)COC(=O)CNC(=O)c2ccccc2)c1Cl,7,-3.0,-2,-2,-1,6,-1,-10
CSc1c2c(nc3ncnn13)CCC2,11,x,-3,3,0,2,-4,13
CC/C(=N\NC(=S)Nc1cccc(C)c1)c1ccccc1,0,0.0,-1,x,x,9,6,3
CCOc1cc(/C=N/NC(=O)c2cc(-c3cccc(OC)c3)nc3ccccc23)ccc1O,3,-0.9,7,3,0,x,-1,-14
COc1ccc(-c2csc(Nc3ccc(C)cn3)n2)cc1,-1,2.6,x,x,x,x,2,17
Cn1cccc1C(=O)NNC(=O)c1ccccc1Br,13,0.7,-10,x,x,-3,-8,20
CO[C@@H]1CN(C)C(=O)c2ccc(NC(=O)c3ccccc3)cc2OC[C@H](C)N(C(C)=O)C[C@@H]1C,-9,1.7,x,x,x,x,-2,7

# Shown with values under each structure: 6 of the compounds above.
# The line under a structure holds: PGC1a acetyl inh	F508del corr	miR122 inh	PglD DTNB	Cneo AK release	Statin myotox sup	FN deposit inh	GSIS activator
> COc1ccc(C(=O)NCC(=O)OCC(=O)NCCC2=CCCCC2)cc1
  5	-0.4	-7	9	-2	1	13	4
> Cc1c(Cl)cnc(NC(=O)COC(=O)CNC(=O)c2ccccc2)c1Cl
  7	-3.0	-2	-2	-1	6	-1	-10
> CSc1c2c(nc3ncnn13)CCC2
  11	x	-3	3	0	2	-4	13
> CC/C(=N\NC(=S)Nc1cccc(C)c1)c1ccccc1
  0	0.0	-1	x	x	9	6	3
> CCOc1cc(/C=N/NC(=O)c2cc(-c3cccc(OC)c3)nc3ccccc23)ccc1O
  3	-0.9	7	3	0	x	-1	-14
> COc1ccc(-c2csc(Nc3ccc(C)cn3)n2)cc1
  -1	2.6	x	x	x	x	2	17

# Back to the main list, starting five compounds before the break.
SMILES,PGC1a acetyl inh,F508del corr,miR122 inh,PglD DTNB,Cneo AK release,Statin myotox sup,FN deposit inh,GSIS activator
CC/C(=N\NC(=S)Nc1cccc(C)c1)c1ccccc1,0,0.0,-1,x,x,9,6,3
CCOc1cc(/C=N/NC(=O)c2cc(-c3cccc(OC)c3)nc3ccccc23)ccc1O,3,-0.9,7,3,0,x,-1,-14
COc1ccc(-c2csc(Nc3ccc(C)cn3)n2)cc1,-1,2.6,x,x,x,x,2,17
Cn1cccc1C(=O)NNC(=O)c1ccccc1Br,13,0.7,-10,x,x,-3,-8,20
CO[C@@H]1CN(C)C(=O)c2ccc(NC(=O)c3ccccc3)cc2OC[C@H](C)N(C(C)=O)C[C@@H]1C,-9,1.7,x,x,x,x,-2,7
Cc1cccc(C)c1NS(=O)(=O)c1c(C(=O)N2CCCCC2)c(C)n(C)c1C,-7,3.1,2,0,-2,5,-2,14
CCc1ccc(NC(=O)C2CCCN(S(=O)(=O)c3cnc[nH]3)C2)cc1 (stereo unspecified),2,x,1,0,2,-6,x,x
C=CCNC(=O)/C(=C/c1ccc(Br)cc1)NC(=O)c1ccccc1OC,-2,2.5,x,x,x,x,1,-13
COc1ccc(NC(=O)Nc2cccc3c2O[C@H](CN(C)C(=O)Nc2cccc4ccccc24)[C@H](C)CN([C@@H](C)CO)C3=O)cc1,6,0.3,-3[16.7 µM],2,0,39,x,-8
C[C@@H]1CN([C@H](C)CO)S(=O)(=O)c2ccc(C#CC3CC3)cc2O[C@H]1CN(C)C(=O)Cc1ccncc1,-3,-0.1,-3[16.7 µM],0,-2,-10,-13,18
O=C(O)c1ccc(N=NNc2cccc([N+](=O)[O-])c2)cc1,x,x,x,6,-2,x,2,-1
COCC(=O)Nc1ccc2c(c1)OC[C@@H](C)N(C(=O)CC1CC1)C[C@H](C)[C@@H](OC)CN(C)C2=O,5,-2.2,x,-2,-5,5,x,-1
CC(=O)Nc1ccc(S(=O)(=O)N2CCN(c3ccc(C)c(Cl)c3)CC2)cc1,-1,-2.4,4,-2,1,-17,-1,5
Cc1ccc(S(=O)(=O)Nc2ccc3c(c2)C(=O)N([C@H](C)CO)C[C@@H](C)[C@@H](CN(C)S(=O)(=O)c2ccccc2)OCCCC[C@H](C)O3)cc1,-8,-2.5,6[16.7 µM],2,-2,x,2,1
Cc1nc(NC(=O)c2c(-c3ccccc3Cl)noc2C)sc1C,x,1.2,x,3,3,x,6,-8
C[C@H](CO)N1C[C@H](C)[C@H](CN(C)CC2CC2)Oc2c(NC(=O)C3CC3)cccc2C1=O,5,1.6,5[16.7 µM],-11,-1,-18,x,13
COc1ccc(-c2coc3c(C(=O)NCCN(C)C)cccc23)c(C)c1,5,-1.2,2,0,0,-11,0,26

# 3 structures out of the list, ordered by SMILES length, rising.
SMILES,PGC1a acetyl inh,F508del corr,miR122 inh,PglD DTNB,Cneo AK release,Statin myotox sup,FN deposit inh,GSIS activator
Cc1cc(C(=O)CSc2nnnn2C)c(C)n1CCc1ccc(F)cc1,-11,x,2,0,-1,x,-2,x
Cc1cc(OCc2ccc(C(=O)Nc3ccc(C(=O)O)cc3)o2)ccc1Cl,-40,-1.7,x,3,0,28,10,-13
COc1ccc(NC(=O)Nc2cccc3c2O[C@H](CN(C)C(=O)Nc2cccc4ccccc24)[C@H](C)CN([C@@H](C)CO)C3=O)cc1,6,0.3,-3[16.7 µM],2,0,39,x,-8

# Next structures
SMILES,PGC1a acetyl inh,F508del corr,miR122 inh,PglD DTNB,Cneo AK release,Statin myotox sup,FN deposit inh,GSIS activator
Cc1ccc(C)c(NC(=O)c2ccc3ccccc3n2)c1,13,x,7,3,-8,-8,x,31
Cn1cccc1Cc1nnc(SCC(=O)NCC2CCCO2)n1-c1ccc(F)cc1 (stereo unspecified),7,0.1,-4,-8,0,1,-12,-15
Cc1nn(C)cc1S(=O)(=O)NC1CCCC1,9,-0.4,x,x,x,x,-6,-5
COc1ccc(NC(=O)COC(=O)c2cccn2C)cc1S(=O)(=O)N1CCCCC1,-18,-1.1,x,-1,-2,-2,9,-7
O=C(Nc1ccc2c(c1)OCO2)c1c(F)cccc1F,3,x,-6,2,1,-7,x,x
O=c1c2[nH]c3ccccc3c2ncn1CCN1CCNCC1,5,x,2,-3,1,-5,14,-2
CNc1cnc(-c2ccccc2OC)cn1,12,2.7,-5,-5,0,-10,x,3
CC(C)CNC(=O)C1CCN(c2ccc(S(=O)(=O)N3CCOCC3)cc2)CC1,5,x,-1,x,x,x,-10,3
COc1ccc(OC)c(S(=O)(=O)NCc2cn3cccc(C)c3n2)c1,-1,x,-2,2,0,-7,-9,23
CCCC(C(=O)NC(C)(C)C)N(Cc1ccccc1)C(=O)c1snc(C(N)=O)c1N (stereo unspecified),x,-1.8,-5,3,0,7,-1,-9
COc1ccccc1NC(=O)/C(=C/c1ccncc1)NC(=O)c1ccccc1,x,0.1,x,-3,-1,15,-2,13
CC(C)COP(=O)(c1ccc(N(C)C)cc1)C(O)c1cccnc1 (stereo unspecified),6,0.7,5,x,x,3,8,x
CCCNC(=O)C1(C)CCCN(Cc2cccc3ccccc23)C1 (stereo unspecified),-2,-2.2,-9,-1,0,-16,-9,-12
COc1ccc([Si](C)(C)[C@@H]2[C@@H](CCO)O[C@]3(C(=O)N(Cc4ccccc4)c4ccc(N5C(=O)c6cccc7cccc5c67)cc43)[C@H]2C)cc1,-17,-7.2,x,-5,50,x,x,x
CCOC(=O)c1ccc(NCCOC)c([N+](=O)[O-])c1,-6,0.3,x,1,0,x,10,4
